# HCMV inh: inhibitors of human cytomegalovirus | HFF cells, HCMV-luciferase reporter, 72 h; stronger effect = lower value | activity change, negative = inhibition, % at 57.5 µM | actives 4.5% (n = 410,000) | AID 1259415; in the data active = activity change below about -60%; inconclusive = no clear call, values can overlap the other calls; inactive = above about -39%
#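 Compounds were evaluated in HFFs infected with an HCMV luciferase reporter virus (MOI 1 PFU/cell). Luciferase in lysates collected 72 h post infection served as the replication measure.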
# Sm TGR inh: inhibitors of Schistosoma mansoni thioredoxin glutathione reductase; purified TGR, DTNB reduction, TNB absorbance 405 nm; Potency, µM (doses to about 114 µM), for the others: at the highest dose activity change, negative = inhibition, most hits filed as inhibitors; actives 3% (n = 360,000); also: potency is read from the fitted curve at half-maximal effect; nearly all actives have a fitted effect of over 60% in size
#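 Kinetic colorimetric format: TGR-catalysed, NADPH-driven DTNB reduction monitored via TNB absorbance. Enzyme dispensed at 20 nM; compound exposure 15 min at room temperature before reaction start.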
# AmpC detergent: AmpC beta-lactamase inhibition with detergent present | P00811 | AmpC hydrolysis of nitrocefin, absorbance 480 nm, 0.01% Triton | Potency, µM (series often up to 114 µM), for inactives: at the highest dose activity change, negative = inhibition, usual class: inhibitors | actives 0.041% (n = 370,000) | AID 485294;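 also: potency is read from the fitted curve at half-maximal effect; 0% = no-compound wells and -100% = no-enzyme wells; nearly all actives have a fitted effect of over 25% in size; some results filed as inactive show a strong effect at the top dose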
# Target sequence (P00811 whole entry, looked up): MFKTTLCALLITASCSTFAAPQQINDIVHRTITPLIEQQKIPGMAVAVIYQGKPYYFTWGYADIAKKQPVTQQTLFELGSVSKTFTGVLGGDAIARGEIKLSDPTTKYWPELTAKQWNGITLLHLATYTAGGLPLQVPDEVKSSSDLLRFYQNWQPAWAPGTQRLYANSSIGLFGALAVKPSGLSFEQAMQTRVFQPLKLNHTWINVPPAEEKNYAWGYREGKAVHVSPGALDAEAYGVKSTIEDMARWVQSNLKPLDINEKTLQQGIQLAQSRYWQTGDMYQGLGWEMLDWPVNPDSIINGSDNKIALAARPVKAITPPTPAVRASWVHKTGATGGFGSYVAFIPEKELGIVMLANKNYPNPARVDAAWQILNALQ
#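 AmpC (5.3 nM in the dispensed reagent) in 20 mM phosphate pH 7.0 with 0.01% (detergent screen) or 0.0001% Triton X-100 was preincubated with compounds for 15 min at room temperature. Nitrocefin was then added from an 800 uM solution, and hydrolysis was followed at 480 nm.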
# AMA1 RON2 block: inhibitors of Plasmodium falciparum AMA1-RON2 interaction; AlphaScreen AMA1-biotinylated RON2 peptide binding; actives 0.2% (n = 360,000); AID 720542; Potency, µM (top dose mostly 58.2 µM), inactives show at the top dose activity change, negative = inhibition, hits mostly inhibitors;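 also: potency is read from the fitted curve at half-maximal effect; 0% = vehicle wells and -100% = peptide control; nearly all actives have a fitted effect of over 45% in size; some results filed as inactive show a strong effect at the top dose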
#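 AMA1 (3D7) with his tag at 25 nM final met compounds first, then biotinylated RON2 peptide at 25 nM; detection used donor plus acceptor beads, 10 µg/mL apiece, read by AlphaScreen after 30 min at room temperature.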
# FBPA Giardia inh: inhibitors of Giardia lamblia fructose-1,6-bisphosphate aldolase. A8B2U2. AID 2451. purified Giardia FBPA. actives 0.71% (n = 290,000). Potency, µM (doses to about 59.6 µM), inactives show at the highest dose activity, negative = inhibition, hits mostly inhibitors; also: potency is read from the fitted curve at half-maximal effect; nearly all actives have a fitted effect of over 55% in size
# Target sequence (A8B2U2 whole entry, looked up): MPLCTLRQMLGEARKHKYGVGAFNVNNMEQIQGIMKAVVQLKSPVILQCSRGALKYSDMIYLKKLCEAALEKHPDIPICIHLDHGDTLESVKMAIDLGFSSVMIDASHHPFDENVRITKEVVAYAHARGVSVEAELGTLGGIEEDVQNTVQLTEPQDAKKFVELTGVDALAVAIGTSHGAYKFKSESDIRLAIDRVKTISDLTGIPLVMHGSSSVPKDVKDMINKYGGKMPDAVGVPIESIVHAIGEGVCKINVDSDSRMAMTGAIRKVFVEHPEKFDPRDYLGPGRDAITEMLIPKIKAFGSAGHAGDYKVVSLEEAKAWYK
#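 Giardia FBPA (40 nM reagent) was preincubated 10 min at RT with compound (up to 57.5 uM final), then substrate plus GAPDH/TPI/NAD/arsenate coupling system with diaphorase/resazurin was added; resorufin fluorescence (525/598 nm) was read after 20 min.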
# AmpC no deterg: AmpC beta-lactamase inhibition without detergent; P00811; AmpC nitrocefin hydrolysis, absorbance 480 nm, 0.0001% Triton; Potency, µM (titrated, usually from 57.1 µM), for inactives: top-dose activity change, negative = inhibition, usual class: inhibitors; actives 0.52% (n = 330,000); AID 485341;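 also: potency is read from the fitted curve at half-maximal effect; plate controls were no compound for no effect and no enzyme for full effect; nearly all actives have a fitted effect of over 20% in size; some results filed as inactive show a strong effect at the top dose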
#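 AmpC (5.3 nM in the dispensed reagent) in 20 mM phosphate pH 7.0 with 0.01% (detergent screen) or 0.0001% Triton X-100 was preincubated with compounds for 15 min at room temperature. Nitrocefin was then added from an 800 uM solution, and hydrolysis was followed at 480 nm.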
# The depositor's hits bear a star; ? = inconclusive; . = no result given; & = joins results of further samples; [ ] = remark or other dose. Unless noted, calls follow the shape of the dose curve; as a rule, active = well fitted curve in the direction sought with a large enough effect; inconclusive = small, poorly fitted or top-dose-only effect, or another doubt; inactive = no such curve, though single readings can be large; an effect the other way counts as inactive or inconclusive. Unless noted, % is scaled to controls: 0 for no effect and ±100 for the full control effect.
1) COc1cccc(CNC(=O)C2CCN(c3ncnc4c3nc3n4CCCCC3)CC2)c1
2) CCCc1nc2ccccc2c(C(=O)OC2CCOC2=O)c1CC (stereo not drawn)
3) COc1ccc(NC(=O)CCCN2C(=O)C(c3ccccc3)Oc3cccnc32)cc1 (stereo not drawn)
4) Cc1onc(-c2ccccc2Cl)c1C(=O)N1C=CC(C(F)(F)F)=NCC1
5) CCN1CCN(c2ncc3c(n2)CCN(Cc2cccc(F)c2F)C3)CC1
6) CCC(C)[C@H](NC(=O)N1CCn2c1nc1ccccc12)C(=O)NCCc1ccccc1 (stereo partly drawn)
7) COc1ccccc1NS(=O)(=O)c1cccc(NC(=O)Nc2ccccc2)c1
8) CCC1(c2ccc(OC)cc2)NC(=O)N(CC(=O)c2ccc3c(c2)OCCO3)C1=O (stereo not drawn)

entry no.,1,2,3,4,5,6,7,8
HCMV inh,?,-7,37,-8,-2,23,?,-17
Sm TGR inh,7%&-6%,2%,-9%,3%,-10%,5%,-3%,2%
AmpC detergent,0%&-6%,-11%,0%,2%,12%,2%,-16%,?
AMA1 RON2 block,-1%,-7%,-7%,1%,.,67%[activator],4%,2%
FBPA Giardia inh,12%,8%,5%,1%,.,.,-4%,.
AmpC no deterg,-4%,9%,-15%,-3%,.,132%[activator],-25%,-24%

9) O=C(NCc1ccccc1)C(=O)NCC(c1ccc2c(c1)OCO2)N1CCOCC1 (stereo not drawn)
10) NC(=O)CC[C@@H]1NC(=O)[C@@H]2CCCN2C(=O)c2cc([N+](=O)[O-])cc(F)c2NCCC[C@@H](C(N)=O)NC1=O
11) CC(NS(=O)(=O)c1ccc(Cl)c(Cl)c1)C(=O)OCC(=O)Nc1ccc2c(c1)OCO2 (stereo not drawn)
12) COc1ccc(NC(=O)c2cc3n(n2)C(C(F)(F)F)CC(c2ccc(OC)cc2)N3)cc1 (stereo not drawn)
13) COc1ccc(NS(=O)(=O)c2cc(C(=O)N3CCC3)ccc2C)cc1
14) COC(=O)C1=C(c2ccccc2)c2ccccc2S(=O)(=O)N1CC(=O)Nc1cccc(C(C)=O)c1
15) O=C1NC2(CCC3(CC2)OCCO3)NN1c1ccccc1
16) O=C(COc1ccc(F)cc1Br)N1CCc2ccccc21

entry no.,9,10,11,12,13,14,15,16
HCMV inh,-35,6,-32,16,60,?,-13,31
Sm TGR inh,-2%,45µM*,.,0%,?,-1%,-8%,-3%
AmpC detergent,-6%,?,3%,?,-2%,-6%,-6%,0%
AMA1 RON2 block,.,-3%,-9%,4%,-7%,.,9%,-6%
FBPA Giardia inh,.,-3%,-5%,-1%,.,.,1%,-6%
AmpC no deterg,.,6%,-23%,7%,-10%,.,-23%,-10%

# Record cards, as listed above. Values in the order: HCMV inh | Sm TGR inh | AmpC detergent | AMA1 RON2 block | FBPA Giardia inh | AmpC no deterg
# Shown for NC(=O)CC[C@@H]1NC(=O)[C@@H]2CCCN2C(=O)c2cc([N+](=O)[O-])cc(F)c2NCCC[C@@H](C(N)=O)NC1=O = 6 | 45µM* | ? | -3% | -3% | 6%
# Shown for COc1ccc(NS(=O)(=O)c2cc(C(=O)N3CCC3)ccc2C)cc1 = 60 | ? | -2% | -7% | . | -10%
# Shown for COc1ccc(NC(=O)c2cc3n(n2)C(C(F)(F)F)CC(c2ccc(OC)cc2)N3)cc1 (stereo not drawn) = 16 | 0% | ? | 4% | -1% | 7%

# (more compounds)
17) O=C(NNC(=O)c1ccco1)c1ccc(NS(=O)(=O)c2cccs2)cc1
18) Cc1cc(NC(=O)CSCC(=O)OC(C)C(=O)c2cc(C)c(C)cc2C)no1 (stereo not drawn)
19) C=CCOc1ccccc1CNCc1ccc(F)cc1
20) O=C(CSc1ncccn1)NCc1cccc(Cl)c1
21) C=CCNS(=O)(=O)c1cc2c3c(c1)CCN3C(=O)CC2
22) COc1ccc(N(C)C(=O)c2cnc(N3CCN(c4ncccn4)CC3)c3ccccc23)cc1
23) COc1ccc(C(C)(C)C)cc1NC(=O)COC(=O)CSCc1c(C)noc1C
24) CCC(c1nnnn1Cc1ccco1)N1CCN(C(=O)c2ccco2)CC1 (stereo not drawn)

entry no.,17,18,19,20,21,22,23,24
HCMV inh,9,-4,-26,16,2,1,-15,18
Sm TGR inh,-21%,3%,-8%,4%,-7%,12%,1%,-25%
AmpC detergent,-5%,?,0%,-5%,-10%,-20%,?,-18%
AMA1 RON2 block,-17%,11%,-7%,-4%,-5%,44%[activator],0%,-3%
FBPA Giardia inh,.,.,-1%,-24%,2%,5%,.,-3%
AmpC no deterg,-10%,?,-16%[2.29 µM],-5%,-12%,-1%,34%,1%

25) O=C(c1ccc(Br)c([N+](=O)[O-])c1)N1CCN(Cc2ccccc2)CC1
26) CCC(CC)NCc1ccc(OC)cc1OC
27) COc1ccc2cnn(CCOc3ccccc3)c(=O)c2c1OC
28) COc1ccc(Cn2c(SCC(=O)N(C)Cc3ccccc3)nc3ccccc32)cc1
29) N#Cc1c[nH]n2c(NC3CCCCC3)c(-c3cccc(Cl)c3)nc12
30) N=C1CCCN1c1ccccc1O
31) O=[N+]([O-])c1ccc(/C=N/Nc2nc(N3CCCC3)nc(N3CCCC3)n2)o1
32) COC(=O)C1=C(C)NC(=O)NC1c1ccc(-c2ccccc2Cl)o1 (stereo not drawn)

entry no.,25,26,27,28,29,30,31,32
HCMV inh,15,-3,21,8,-4,-28,?,-22
Sm TGR inh,1%,-4%,6%,9%,-14%,-11%,-36%,25µM*
AmpC detergent,?,?,?,9%,7%,-6%,-1%,-10%
AMA1 RON2 block,-2%,-6%,-6%,.,.,-4%,55%[activator],-2%
FBPA Giardia inh,1%,0%,1%,.,.,-1%,-18%,-2%
AmpC no deterg,58%,2%,4%,.,.,-2%,1%,-25%

33) Cc1cc(C(=O)Nc2ccccc2N2CCOCC2)c(C)o1
34) O=C(NCc1ccccc1)C1CCC(CNS(=O)(=O)c2ccc(Br)s2)CC1 (stereo not drawn)
35) CCOC(=O)c1c(C)c(-c2ccccc2)n(CC(=O)NCc2cccc(OC)c2)c1C
36) CN(CC(=O)Nc1ccc(N2CCOCC2)cc1)CC(=O)Nc1ccc(N2CCOCC2)cc1
37) O=C(COc1ccccc1Cl)Nc1ccc(N2CCN(C(=O)c3ccccc3)CC2)cc1
38) COC/C=C/C1=CC2=CC(=O)C(C)(OC(=O)c3cnc4ccccc4n3)C(=O)C2=CN1c1ccc(CO)cc1 (stereo not drawn)
39) CCC1(CC)NC(=O)N(CC(=O)Nc2cccc3ccccc23)C1=O
40) Cc1ccccc1OC(C)C(=O)Nc1ccc(S(=O)(=O)N2CCCC2)cc1 (stereo not drawn)

entry no.,33,34,35,36,37,38,39,40
HCMV inh,-15,-9,-6,18,-34,.,-5,27
Sm TGR inh,-28%,-7%,-1%,-1%,4%,45µM*,.,-20%
AmpC detergent,9%,3%,5%,-14%,4%,?,.,0%
AMA1 RON2 block,-4%,.,.,10%,-25%,.,-7%,5%
FBPA Giardia inh,-14%,.,.,-1%,.,?,.,1%
AmpC no deterg,-9%,.,.,29%,59%,6%,-18%,-15%

41) O=C(CN1CCOCC1)Nc1ccc(Cl)cc1
42) Cc1occc1C(=O)Nc1cccc(Cl)c1Cl
43) N#CCC1c2ccccc2CCN1C(=O)Nc1cccc(C(F)(F)F)c1 (stereo not drawn)
44) NC(N)=NC(N)=Nc1ccccc1
45) COc1ccc2c(c1)C=C(C(=O)OCc1cccnc1)CO2
46) Cc1csc(NC(=O)C(CC(C)C)NS(=O)(=O)c2ccc3c(c2)oc(=O)n3C)n1 (stereo not drawn)
47) Cc1ccc(C(=O)n2c(-c3ccccc3)cnc2SCC(=O)Nc2ccccc2)cc1
48) Cc1ccc(-n2c(=O)c3c(c4cc(C)ccc4n3C)n(Cc3ccc(F)cc3)c2=O)cc1

entry no.,41,42,43,44,45,46,47,48
HCMV inh,1,14,-38,-21,?,-15,-74*,12
Sm TGR inh,-12%,-16%,-4%,-8%,-25%,-2%,-10%,3%
AmpC detergent,-17%,?,-2%,6%,6%,?,-11%,18%
AMA1 RON2 block,-1%,-15%,-2%,-5%,-14%,12%,-6%,.
FBPA Giardia inh,-11%,3%,-14%,2%&2%&14%,-1%,0%,4%,.
AmpC no deterg,-8%,-36%,-9%,-13%,38%,-36%,-27%,.

49) O=C(NCc1cccnc1)C(=O)NCC1OCCN1S(=O)(=O)c1ccc(Cl)cc1 (stereo not drawn)
50) COC(=O)Oc1nsnc1N1CCOCC1
51) CCn1ncc(C(=O)Nc2cc(C)on2)c1C
52) O=C(Nc1ccc(F)cc1)c1cc(S(=O)(=O)N2CCOCC2)cs1
53) CCOc1ccc(NC(=O)CSc2nnc(CCNC(=O)c3ccc(OC)cc3)n2CC)cc1
54) COc1ccc(N(CC(=O)NCCC2=CCCCC2)S(=O)(=O)c2ccccc2)c(OC)c1
55) Cc1ccccc1OCC(=O)Nc1ccc2c(c1)OCO2
56) CCOC(=O)c1ccc(-n2c(N)c(C(=O)NCc3ccco3)sc2=S)cc1

entry no.,49,50,51,52,53,54,55,56
HCMV inh,-11,-37,19,7,40,-21,-18,25
Sm TGR inh,-4%,-7%,0%,-10%,-13%,.,4%,-3%
AmpC detergent,?,-12%,?,-13%,-11%,4%,4%,2%
AMA1 RON2 block,-1%,-5%,25%,-12%,11%,34%[activator],-4%,-29%
FBPA Giardia inh,1%,14µM*,5%,-2%,4%,-5%,4%,-29%
AmpC no deterg,-10%,-26%,-37%,-21%,47%,115%[activator],-26%,-3%

57) CCOC(=O)c1cc(-c2ccc(C)cc2)n(CCC(=O)Nc2ccc(OC)c(OC)c2)c1C
58) O=C(COc1coc(CN2CCc3ccccc3C2)cc1=O)Nc1cccc([N+](=O)[O-])c1
59) CN1CCN(S(=O)(=O)c2ccc(Oc3ccc(Br)cc3F)nc2)CC1
60) NC(=O)C1CCN(S(=O)(=O)c2ccc3c(c2)OCCO3)CC1
61) O=C(NCCc1ccccc1Cl)c1ccc2c(=O)n(-c3ccccc3)c(=O)[nH]c2c1
62) CCn1c(=O)n(Cc2ccco2)c(=N)c2c3c(sc21)COC(C)(C)C3
63) CCOc1ccc(N(C)c2ccc(/C=C3/SC(=S)NC3=O)cc2)cc1
64) CC(C)CN(C(=O)Cn1ccccc1=O)C1CCS(=O)(=O)C1 (stereo not drawn)

entry no.,57,58,59,60,61,62,63,64
HCMV inh,-10,-39,-13,?,?,-16,54,13
Sm TGR inh,-4%,-2%,6%,0%,-3%,14%,-23%,-3%
AmpC detergent,1%,-20%,-10%,-3%,-5%,8%,-5%,4%
AMA1 RON2 block,.,-8%,-30%,2%,.,3%,0%,-4%
FBPA Giardia inh,.,.,.,3%,.,6%,15%,.
AmpC no deterg,.,-27%,81%[activator],81%[activator],.,-6%,-55%,-6%

# Screening data as filed in PubChem.
